APE1 inh = inhibitors of human APE1 endonuclease; P27695; recombinant APE1, TAMRA/BHQ-2 abasic DNA cleavage fluorescence; Potency, µM (top dose mostly 65.8 µM), inactives show at the top dose activity change, negative = inhibition, most hits filed as inhibitors; 350,000 tested, 0.35% active;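 note: plate controls were vehicle for no effect and reference inhibitor for full effect; nearly all actives have a fitted effect of over 55% in size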
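Quantitative HTS: incision of a TAMRA/BHQ-2 double-stranded substrate bearing a tetrahydrofuran abasic site by 0.75 nM APE1 raises fluorescence. Substrate 50 nM final, added after 15 min compound preincubation at room temperature; progress as third-minus-first kinetic read difference.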
Pol beta inh = DNA polymerase beta (human) inhibition; P06746; Pol beta primer extension/strand displacement, fluorescence kinetic; Potency, µM (doses to about 114 µM), for the others: at the top dose activity change, negative = inhibition, actives largely listed as inhibitors; 340,000 tested, 1.3% active; AID 485314; note: % is set by controls: 0 for no effect and ±100 for the full control effect
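Pol beta (10 nM) and compounds were preincubated 15 min at room temperature, then 50 nM substrate (final) started primer extension/strand displacement. Reads were taken at 0 and 10 min; concentration-response data were fitted to a four-parameter Hill equation.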
BLM helicase inh = blocks DNA unwinding by human BLM helicase | P54132 | Potency, µM (titrated, usually from 56.1 µM), for inactives: top-dose activity change, negative = inhibition, hits mostly inhibitors | recombinant BLM DNA unwinding, fluorescence dequenching | 350,000 tested, 0.2% active;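 note: plate controls were vehicle for no effect and no enzyme for full effect; nearly all actives have a fitted effect of over 35% in size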
Target sequence (P54132 whole entry, looked up): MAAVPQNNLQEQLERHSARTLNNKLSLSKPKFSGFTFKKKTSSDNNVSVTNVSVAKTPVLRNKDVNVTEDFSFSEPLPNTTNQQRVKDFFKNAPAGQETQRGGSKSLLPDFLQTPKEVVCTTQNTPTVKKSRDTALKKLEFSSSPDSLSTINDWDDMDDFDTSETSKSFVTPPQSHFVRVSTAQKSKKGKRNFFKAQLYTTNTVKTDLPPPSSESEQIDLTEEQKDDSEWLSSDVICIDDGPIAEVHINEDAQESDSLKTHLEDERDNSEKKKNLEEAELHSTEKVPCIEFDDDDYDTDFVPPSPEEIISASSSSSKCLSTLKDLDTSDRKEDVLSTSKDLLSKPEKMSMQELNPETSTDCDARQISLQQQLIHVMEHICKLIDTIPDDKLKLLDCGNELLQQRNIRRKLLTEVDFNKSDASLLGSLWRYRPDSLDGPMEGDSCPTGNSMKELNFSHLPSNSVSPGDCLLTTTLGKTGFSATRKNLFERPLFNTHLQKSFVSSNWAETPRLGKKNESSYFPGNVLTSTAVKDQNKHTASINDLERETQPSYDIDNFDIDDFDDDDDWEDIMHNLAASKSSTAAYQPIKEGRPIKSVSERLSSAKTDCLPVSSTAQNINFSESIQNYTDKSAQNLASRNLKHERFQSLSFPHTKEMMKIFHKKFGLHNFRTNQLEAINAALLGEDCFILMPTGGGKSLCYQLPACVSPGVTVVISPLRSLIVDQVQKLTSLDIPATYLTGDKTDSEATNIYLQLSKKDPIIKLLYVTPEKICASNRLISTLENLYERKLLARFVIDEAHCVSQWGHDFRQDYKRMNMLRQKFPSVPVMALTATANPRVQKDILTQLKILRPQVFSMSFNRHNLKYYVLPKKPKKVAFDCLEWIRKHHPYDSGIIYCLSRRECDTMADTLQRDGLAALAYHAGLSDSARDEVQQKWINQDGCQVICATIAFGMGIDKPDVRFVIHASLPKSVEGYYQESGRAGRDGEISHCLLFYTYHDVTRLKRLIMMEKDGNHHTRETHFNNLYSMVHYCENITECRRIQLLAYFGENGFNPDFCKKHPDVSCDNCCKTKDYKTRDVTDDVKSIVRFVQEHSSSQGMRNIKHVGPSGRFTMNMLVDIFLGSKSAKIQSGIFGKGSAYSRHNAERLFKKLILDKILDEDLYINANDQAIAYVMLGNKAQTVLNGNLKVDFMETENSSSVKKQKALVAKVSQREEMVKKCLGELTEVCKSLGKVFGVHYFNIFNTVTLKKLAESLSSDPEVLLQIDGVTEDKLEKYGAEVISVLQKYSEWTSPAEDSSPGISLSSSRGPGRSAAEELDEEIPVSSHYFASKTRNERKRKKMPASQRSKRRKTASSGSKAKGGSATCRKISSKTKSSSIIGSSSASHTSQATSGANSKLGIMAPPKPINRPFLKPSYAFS
BAZ2B inh = inhibitors of human BAZ2B bromodomain; Q9UIF8; AlphaScreen BAZ2B-H3K14Ac peptide displacement; Potency, µM (titrated, usually from 114 µM), inactives show at the highest dose activity change, negative = inhibition, actives largely listed as inhibitors; 360,000 tested, 4.4% active; note: % is set by controls: 0 for no effect and ±100 for the full control effect; nearly all actives have a fitted effect of over 60% in size
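Complex of BAZ2B and biotin-H3K14Ac (50 nM apiece) forms over 30 min at RT, then faces library compounds up to 110 uM for another 30 min; AlphaScreen beads added, 20 min dark incubation, luminescence read.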
Pol eta inh = blocks human DNA polymerase eta activity | 390,000 tested, 1.2% active | recombinant Pol eta, fluorescent DNA replication assay | Potency, µM (doses to about 114 µM), inactives show top-dose activity change, negative = inhibition, hits mostly inhibitors; note: % is set by controls: 0 for no effect and ±100 for the full control effect
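Pol eta at 10 nM preincubated with compounds 15 min at room temperature; reaction started with fluorescent substrate (50 nM final) and read kinetically at 0 and 10 min.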
Pol kappa inh = DNA polymerase kappa (human) inhibition; Potency, µM (titrated, usually from 107 µM), without a hit: at the top dose activity, negative = inhibition, hits mostly inhibitors; purified Pol kappa, fluorescent DNA synthesis assay, 10 min; 400,000 tested, 0.53% active; note: % is set by controls: 0 for no effect and ±100 for the full control effect
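Kinetic fluorescence readout at 0 and 10 min followed reaction start with substrate at 50 nM final. Beforehand, enzyme (10 nM Pol kappa) stood 15 min with compound at room temperature; buffer-only wells were negative controls.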
Pol iota inh = blocks human DNA polymerase iota activity; 390,000 tested, 1% active; AID 588590; Pol iota fluorescent replication assay, 10 min; Potency, µM (doses to about 115 µM), for inactives: at the top dose activity, negative = inhibition, actives largely listed as inhibitors
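Fluorescent replication assay read twice, at 0 min and 10 min after adding 50 nM (final) substrate. Enzyme (10 nM) and compounds were first incubated 15 min at room temperature; enzyme-free buffer wells were negative controls.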
G9a inh = G9a (human) methyltransferase inhibition; G9a H3K9 monomethylation, AlphaScreen, 2 h; Potency, µM (titrated, usually from 102 µM), for inactives: at the highest dose activity, negative = inhibition, usual class: inhibitors; AID 504332; Q96KQ7; 350,000 tested, 8.8% active; note: % is set by controls: 0 for no effect and ±100 for the full control effect; nearly all actives have a fitted effect of over 75% in size
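AlphaScreen detection with an anti-monomethyl H3K9 antibody quantified product after a 2 h room-temperature reaction containing 500 nM biotinylated H3K9 peptide, 20 µM SAM and 20 nM enzyme, which had been preincubated 15 min with compound.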
JMJD2A Tudor inh = blocks the human JMJD2A Tudor domain; O75164; AlphaScreen JMJD2A-Tudor / H3K4me3 peptide binding; Potency, µM (series often up to 114 µM), for the others: at the highest dose activity change, negative = inhibition, actives largely listed as inhibitors; 390,000 tested, 4.4% active; note: % is set by controls: 0 for no effect and ±100 for the full control effect; nearly all actives have a fitted effect of over 50% in size
The depositor's hits bear a star; ? = inconclusive; · = not tested or not shown; & = joins results of further samples; [ ] = another dose, or the depositor's remark. Calls come from the whole dose curve; as a rule, active = well fitted curve in the direction sought with a large enough effect; inconclusive = small, poorly fitted or top-dose-only effect, or another doubt; inactive = no such curve, though single readings can be large; an effect the other way counts as inactive or inconclusive. Potency is the fitted concentration of half-maximal effect. The list is partial; count on the stated rates, not on these rows.

SMILES | APE1 inh | Pol beta inh | BLM helicase inh | BAZ2B inh | Pol eta inh | Pol kappa inh | Pol iota inh | G9a inh | JMJD2A Tudor inh
COc1ccc(OCC(=O)Nc2ccc(-c3nc4cc(C)c(C)cc4o3)cc2)cc1 | · | ? | -13% | -1% | ? | -21% | -6% | 13%[59 µM] | -27%
OCCC1CN(CCCc2ccccc2)CCN1CCc1ccccc1 (stereo not given) | 11% | -2% | -3% | -23% | -15% | -3% | -10% | 10%[0.501 µM] | -25%
COc1ccc(NC(=O)CSc2nc(-c3ccccc3)nc3c2Cc2c(CO)cnc(C)c2O3)cc1Cl | · | 35% | -1% | ? | -7% | -11% | -26% | -8%[59 µM] | -11%
Cc1cccc(-n2c(O)c(C=Nc3ccccc3)c3ccccc3c2=O)n1 | 1% | 0% | -6% | -30% | -24% | -6% | 94%[activator] | ? | 11µM*
C=CCNC(=S)NC1CC(C)(C)NC(C)(C)C1 | -5% | -2% | -1% | 3% | -13% | -1% | -4% | 0%[59 µM] | -1%
Cc1ccc(CC2C(=O)N(c3cc(Cl)ccn3)C(=O)C2C)cc1 (stereo not given) | 16% | 19% | -5% | 7% | -13% | -14% | 101%[activator] | · | -7%
COc1cc(NC(=O)C(Cc2ccccc2)NS(=O)(=O)c2cccs2)cc(OC)c1 (stereo not given) | · | -7% | -3% | 3% | -8% | -11%[60.1 µM] | -10% | 16%[59 µM] | -18%
COc1cccc(N2CCN(C(=O)CCn3nc(C)c(S(=O)(=O)N4CCCC4)c3C)CC2)c1 | · | 9% | -4% | ? | -1% | -7%[60.1 µM] | ? | -13%[12.7 µM] | ?
O=c1cccc(-c2ccc(Br)cc2)o1 | 0% | -4% | 1% | 7% | -18% | -1% | 22% | 13%[12.7 µM] | 7%
O=C(NCC1CCCO1)c1nc2c(nnn2Cc2ccc(F)cc2)c(=O)[nH]1 (stereo not given) | -2% | 10% | 3% | -17% | -12% | -7% | -2% | 50µM* | ?
COC(=O)c1ccc(S(=O)(=O)N(Cc2ccccc2)Cc2ccccc2)n1C | 9% | 11% | 6% | 19% | -18% | 10% | 21% | 41%[59 µM] | 16%
CC(Oc1ccccc1)C(=O)Nc1ccc(OCc2cc(=O)n3ccsc3n2)cc1 (stereo not given) | · | -12% | -2% | -3% | -19% | -26% | 25% | -7%[59 µM] | -18%
COc1cc(OC)c(OC)cc1/C=N/NC(=O)CSc1ccccc1F | 3% | 12% | -3% | -15% | -5% | -7% | -5% | 2% | -23%
O=C(CSc1nc2c([nH]c3ccccc32)c(=O)n1-c1ccc(Cl)cc1)N1CCOCC1 | · | 1% | 0% | 42%[activator] | -7% | -4%[60.1 µM] | 5% | 8%[59 µM] | -6%
COc1cccc(NC(=S)N(CCCN2CCC(C)CC2)Cc2cccs2)c1 | 3% | -1% | -2% | -7% | -4% | -18% | 181%[activator] | -42% | -17%

Whole records, quoted from the list.
Listed for `O=c1cccc(-c2ccc(Br)cc2)o1` → APE1 inh: 0%; Pol beta inh: -4%; BLM helicase inh: 1%; BAZ2B inh: 7%; Pol eta inh: -18%; Pol kappa inh: -1%; Pol iota inh: 22%; G9a inh: 13%[12.7 µM]; JMJD2A Tudor inh: 7%
Listed for `Cc1cccc(-n2c(O)c(C=Nc3ccccc3)c3ccccc3c2=O)n1` → APE1 inh: 1%; Pol beta inh: 0%; BLM helicase inh: -6%; BAZ2B inh: -30%; Pol eta inh: -24%; Pol kappa inh: -6%; Pol iota inh: 94%[activator]; G9a inh: ?; JMJD2A Tudor inh: 11µM*

Printed as active in G9a inh (from the list above):
SMILES | APE1 inh | Pol beta inh | BLM helicase inh | BAZ2B inh | Pol eta inh | Pol kappa inh | Pol iota inh | G9a inh | JMJD2A Tudor inh
O=C(NCC1CCCO1)c1nc2c(nnn2Cc2ccc(F)cc2)c(=O)[nH]1 (stereo not given) | -2% | 10% | 3% | -17% | -12% | -7% | -2% | 50µM* | ?

Continuation:
SMILES | APE1 inh | Pol beta inh | BLM helicase inh | BAZ2B inh | Pol eta inh | Pol kappa inh | Pol iota inh | G9a inh | JMJD2A Tudor inh
CN(CC(=O)Nc1c(Cl)cccc1Cl)C(=O)c1cc(S(=O)(=O)N(C)C)ccc1N1CCCC1 | 50% | · | · | 1% | -21% | 0% | 17% | -9% | -10%
Nc1nc(SCC(=O)Nc2ccc([N+](=O)[O-])cc2)[nH]c(=O)c1NC(=O)c1ccc(Br)o1 | -19% | 14% | -5% | -15% | 1% | -10% | 106%[activator] | 12%[12.7 µM] | -20%
COc1ccc(S(=O)(=O)NCc2cc(=O)n(C)c(=O)n2C)cc1F | 23% | 40% | -2% | -17% | 6% | 8% | 28% | 1% | -1%
Cn1ccnc1C1CCCCN1C(=O)c1cc(COc2ccc(F)cc2F)on1 (stereo not given) | ? | -3% | -4% | -27% | -6% | 0% | 18% | ? | -23%
CCOC(=O)N1CCN(C(=O)C(C)NC(=O)c2ccco2)CC1 (stereo not given) | 26% | 17% | 2% | -2% | 1% | -7% | 76%[activator] | 17% | -7%
O=C(CSC1=NCCN1)NC12CC3CC(CC(C3)C1)C2 | -2% | 24% | 2% | 0% | 2% | -6% | ? | -8%[59 µM] | -23%
CCN(CC)S(=O)(=O)c1cc(-c2ccc(=O)n(C(C)C(=O)Nc3cccc(C#N)c3)n2)ccc1C (stereo not given) | · | -3% | -3% | -19% | -17% | -9% | 17% | -7%[59 µM] | -22%
O=C(CSc1cn(CC(=O)N2CCCC2)c2ccccc12)Nc1ccccc1C(F)(F)F | · | 39% | 0% | -12% | -8% | -6% | 2% | -4%[59 µM] | -17%
O=C(CCNS(=O)(=O)c1ccccc1)NNC(=O)c1cccc(Cl)c1 | -5% | · | · | · | -4% | -7% | -16% | · | -4%
Cc1ccc(C(=O)N/C(=C\c2cccs2)C(=O)N2CCOCC2)cc1C | 21% | 38% | 0% | -7% | -12% | 8% | 16% | 11% | 4%
CC(=O)N1c2ccc3ccccc3c2C2C=CCC2C1c1ccc(Br)cc1 (stereo not given) | 12% | 17% | -11% | ? | · | · | · | ? | ·
Cc1ccc2c(c1)N(CC(=O)NCCCN1CCOCC1)C(=O)c1cccnc1O2 | 15% | 3% | 5% | 5% | -4% | 8% | -9% | · | -11%
O=C(OC1CCCCC1=O)c1cc(Cl)ccc1[N+](=O)[O-] (stereo not given) | -1% | 8% | -3% | -24% | -12% | 4% | 57%[activator] | 4% | -15%
CC1(C)CC(=O)C(C=Nc2ccc3[nH]ncc3c2)=C(O)C1 | 18% | -16% | -7% | 16% | -5% | -10% | 38% | -19%[59 µM] | -5%
CCc1ccc(-n2c(=O)c3c(C)c(C)sc3n(CC(=O)NCC3CCCO3)c2=O)cc1 (stereo not given) | 24% | -4% | -2% | · | -4% | -4% | 13% | 3% | -13%
COc1ccc(OCCCC(=O)Nc2cccnc2)cc1 | 2% | 4% | 2% | 3% | -19% | 1% | 15% | 9%[12.7 µM] | -6%
COc1ccc(NC(=O)C(C(C)C)N2Cc3ccccc3C2=O)cc1 (stereo not given) | · | 2% | -1% | 3% | -5% | -7%[60.1 µM] | ? | -5%[59 µM] | -24%
COc1cccc(Cn2c(CNC(=O)Cc3cccc(C)c3)nc3cccnc32)c1 | · | 0% | 0% | -1% | -12% | -13%[60.1 µM] | -1% | 2%[59 µM] | -12%
O=C(/C=C/c1ccco1)N(c1ccccn1)c1ccccn1 | ? | 3.5µM* | ? | 22µM* | 8.9µM* | 32µM* | ? | 13µM* | 22µM*
COC(=O)CCCC1=CC2=CC(=O)C(C)(OC(=O)c3cccs3)C(=O)C2=CN1CC1CC1 (stereo not given) | 18%[12.4 µM] | -8% | -10%[12.4 µM] | -30% | 8% | -14% | ? | -4%[59 µM] | -25%
CC(C)C[C@H](NC(=O)Nc1cccc(C(F)(F)F)c1)C(=O)O | 2% | -25% | -2% | 7% | -5% | -3% | 24% | -9%[59 µM] | -17%
Cc1cccc([C@@H]2[C@@H]3C(=O)N(Cc4ccccc4)C(=O)[C@@H]3[C@]3(Cc4ccc(Cl)cc4)C(=O)N(c4ccc(Br)cc4)C(=O)N23)c1 | -4% | 23% | -9% | -24% | -23% | -9% | 3% | ? | -18%
CCCCN(CCCC)S(=O)(=O)c1ccc2oc(C(=O)NCc3ccccc3)c(C)c2c1 | · | 8% | -9% | 8% | -21% | -2%[60.1 µM] | 10% | -3%[59 µM] | -4%
O=C(Cc1ccccc1)N/N=C/c1ccccc1OCc1ccc(Cl)cc1 | 1% | 32% | -11% | -1% | -14% | -7% | 14% | 1% | -9%
COc1cc(C2c3c(oc4ccccc4c3=O)C(=O)N2Cc2ccccc2Cl)ccc1O (stereo not given) | · | 4% | -12% | 1% | -21% | 11% | 1% | -15%[59 µM] | -18%
COc1cccc(/C(C)=N/Nc2ccc(S(=O)(=O)N3CCCCC3)cn2)c1 | 0% | · | · | -7% | -18% | 3% | 0% | 7%[12.7 µM] | -30%
CCn1c(CNC(=O)c2ccco2)nnc1SCC(=O)Nc1cc(F)ccc1C | 5% | 35% | -2% | 3% | -17% | -1% | 70%[activator] | 19% | -17%
Cc1nc(N2CCN(C(=O)c3ccco3)CC2)c(C#N)c2c1CCCC2 | ? | 1% | -3% | -17%[57.1 µM] | -11% | -13% | 80%[activator] | 7% | -14%
Cc1c(NC(=O)c2c(N)n(-c3ccccc3)c3nc4ccccc4nc23)c(=O)n(-c2ccccc2)n1C | 0% | -8% | 3% | 11% | · | · | · | -9%[59 µM] | ·
CC(=O)c1ccc(OC(=O)C(CCS(C)(=O)=O)N2C(=O)c3ccccc3C2=O)cc1 (stereo not given) | 6% | 1% | -5% | -19% | -19% | -8% | 25% | -39% | -7%
Cc1oc(-c2cccc(Cl)c2)nc1CSCC(=O)O | 11% | 12%&19% | 1%&-5% | 0%&9% | -10%&-14% | -5%[60.1 µM] | -11%&15% | 0%[59 µM] | -31%&-3%
Cc1cc(NC(=O)Nc2ccc(Cl)c(Cl)c2)no1 | · | · | · | · | -10% | 2% | 13% | · | 1%
CC(C)[C@@H](CO)NS(=O)(=O)c1ccc(Br)cc1F | 1% | · | · | · | -13% | -15% | 30% | · | -22%
Cc1ccc(Cn2cc(C(=O)c3ccc(C)cc3)c(=O)c3ccc(C)nc32)cc1 | · | -10% | -11% | -16% | -14% | -11% | -10% | -31%[59 µM] | -17%

From PubChem
